# AI-2 QS modul = Vibrio harveyi AI-2 quorum sensing modulation; Vibrio harveyi JMH597 AI-2 luminescence/OD600 ratio, 9 h; active compounds read low; strain lacks LuxN and CqsS sensors; 0 = neutral-control median; activity change, % at 7.5 µM; 0.4% of 300,000 active; AID 2094; in the data active = activity change below about -75%, passing the limit was not always enough; inconclusive = no clear call, values can overlap the other calls;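 also: luminescence divided by OD600 gain over 9 h not by final OD600 alone; inactives centre near 13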
# HIF activator = HIF pathway transcriptional activation | U2OS HRE-luciferase reporter, luminescence; normalized: DMSO 0%, desferrioxamine 100% | activation, % at 7.5 µM (by protocol) | 0.32% of 300,000 active;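 active = mean activation of at least 10% of the iron chelator positive control signal, with at least half of replicates also reaching 10%; inconclusive = mean and replicate majority disagree about reaching 10%; inactive = mean and most replicates under 10%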
# HSP90 inh = HSP90 refolding inhibition in rabbit reticulocyte lysate; AID 1789; inhibition, % at 5.6 µM; luciferase refolding luminescence, 3 h; 0.91% of 290,000 active;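 active = inhibition above the screen-wide mean plus 3 SD, computed separately per campaign, cut at about 16% in these data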;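 also: 0% = DMSO wells and 100% = 60 µM geldanamycin wells; inhibitors lower the luminescence because luciferase stays unfolded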
# HSF1 activator = increases HSF-1 driven luciferase reporter signal. AID 504408. 1.7% of 300,000 active. activation, % at 9 µM. NIH3T3-HGL HSF-1 luciferase reporter, MG132, 8 h; 100% = twice DMSO control signal;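 active = mean replicate activation of at least 50% with a set share of replicates each reaching 50%; inconclusive = only one of those two conditions met; inactive = mean below 50% and too few replicates reaching it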;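 also: 0% = median of the neutral control wells and 100% = twice that signal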
# Platelet DG rel = platelet dense granule release activity. human platelet-rich plasma, SFLLRN dense granule ATP release, luminescence. inhibition, %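 (compounds screened at 7.5 µM in platelet-rich plasma)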. 0.22% of 300,000 active. AID 1663;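 active = mean replicate score, as percent of positive control, at or above 50; inconclusive = mean below 50 but at least one replicate at or above 50; inactive = mean and every replicate below 50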
# aSyn UTR inh = MLPCN primary screen, SNCA 5' untranslated region; inhibition, % (tested at 7.5 µM); AID 1813; 0.82% of 300,000 active; alpha-synuclein 5'UTR reporter, inhibitor activity; in the data active = inhibition above about 60%; inconclusive = no clear call, values can overlap the other calls;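 also: H4 neuroglioblastoma cells stably carrying SNCA 5'UTR luciferase fusion; 0% = DMSO wells and 100% = positive control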
# SKKanGAS inh = inhibitors of SKKanGAS S. pyogenes growth in kanamycin (SK-promoter or general growth effect) | inhibition, % at 7.5 µM | AID 1662 | 1.3% of 300,000 active | BacTiter-Glo, 6 h;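 active = mean replicate score, as percent of positive control median, at least 50; inconclusive = mean below 50 but one replicate at or above 50; inactive = mean and every replicate below 50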;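 also: strain carries kanamycin resistance gene driven by streptokinase promoter and grows in 40 µg/ml kanamycin; loss of luminescence reflects streptokinase promoter inhibition or plain growth inhibition; 0% = median of DMSO wells and 100% = positive control at its reference dose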
# KLF5 inhibitor = kruppel-like factor 5 inhibition; AID 1700; inhibition, % at 5 µM; DLD-1 KLF5 promoter-luciferase reporter, luminescence; 0.23% of 290,000 active;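 active = inhibition above a per-plate limit of that plate's mean compound inhibition plus 3 SD, cut at about 60% in these data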;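 also: 0% = DMSO wells and 100% = LY294002 at 200 µM; higher means less KLF5 promoter-driven luciferase light; inactives centre near -14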
# IEC-6 cytotox = counter-screen for KLF5 inhibitors: cytotoxicity in IEC-6 cells | IEC-6 cytotoxicity, luminescence viability | inhibition, % at 5 µM | 0.78% of 290,000 active | AID 1825; in the data active = inhibition above about 22%;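 also: 0% = plate median of test compound wells and 100% = cytotoxic reference compound wells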
# HSF1 inh = HSF1 inhibition. AID 2098. 0.77% of 300,000 active. activity change, negative = inhibition, % at 7.5 µM (by protocol). NIH3T3-HGL HSE-luciferase, MG132-induced, luminescence 8 h; active compounds read low;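 active = more than half of replicate wells show activity change below -50%, luminescence cut by over half; inconclusive = some wells, but at most half, below -50%; inactive = no replicate well below -50%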;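 also: luciferase reports HSF-1 transcriptional activity via heat shock element; 0% = median of DMSO wells and -100% = zero luminescence signal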
# Starred values were filed as active, the others as inactive; ? = inconclusive; . = no result given.
SMILES,AI-2 QS modul,HIF activator,HSP90 inh,HSF1 activator,Platelet DG rel,aSyn UTR inh,SKKanGAS inh,KLF5 inhibitor,IEC-6 cytotox,HSF1 inh
O=C(Nc1ccccc1Oc1cccnc1)C1CCCN(C/C=C/c2ccc(F)cc2)C1 (configuration not stated),16,0.2,0,18,1,-1,-5,-15,-9,1
Nc1n[nH]c(N)c1N=Nc1cccc(F)c1,19,0.8,0,8,-9,-33,0,-4,14,1
CCc1nnc(NC(=O)CSc2nnc(CNc3cccc(Cl)c3)n2CC)s1,23,0.1,1,-11,0,16,-2,-12,-11,-5
CCc1ccc(C(C)NC(=O)c2cc(C)oc2C)cc1 (configuration not stated),10,-0.4,2,-7,0,8,1,14,-1,0
O=C(NCCS(=O)(=O)N1CCN(c2ccccc2F)CC1)c1ccc(Br)cc1,13,0.4,2,-2,-2,-10,-9,-13,0,-2
CCOCC(=O)Nc1cc(Cl)ccc1C,6,0.0,-1,0,-1,11,-4,-16,-5,8
COC(=O)CSc1nc(NCc2ccccc2)nc(N(C)C)n1,19,-0.4,1,-12,0,29,2,14,-1,4
CN(C)C(=O)N(CCCN1CCOCC1)Cc1cccc2ccccc12,18,0.5,8,-1,-4,4,-1,3,1,-6
CCn1nc(C)c(/C=N/NC(=O)Cn2cncn2)c1C,11,0.0,0,10,29,20,11,-14,1,-4
COc1ccc(N(CC(=O)Nc2cccc(N(C)S(C)(=O)=O)c2)S(=O)(=O)c2ccc(C)cc2)cc1,-5,0.0,2,10,-2,20,-4,-2,5,1
CC1CCCCC1NC(=O)CCS(=O)(=O)c1cccc2nonc12 (configuration not stated),22,-0.3,2,2,-11,9,0,0,-1,-6
CCC(Oc1ccccc1)C(=O)Nc1cc(Cl)ccc1-n1cncn1 (configuration not stated),15,-0.4,.,-4,-3,5,6,.,.,4
CCOC(=O)CSc1nc2c(c(=O)n1-c1ccc(OCC)cc1)SCC2,26,-0.2,-1,-6,11,25,-3,1,1,6
Cc1sc2ncnc(N3CCC(C(=O)NNC(=O)COc4ccc(Br)cc4)CC3)c2c1C,4,1.3,.,-10,4,17,26,.,.,-10
COc1ccc(/C=N/NC(=O)c2ccc(OC)c(OC)c2)cc1COc1c(F)c(F)c(F)c(F)c1F,49,.,3,.,.,.,.,-4,7,.
CCOc1ccc(NC(=O)CN2CCN(CC(=O)Nc3ccc(Cl)c(C(F)(F)F)c3)CC2)cc1,-5,-0.9,1,12,1,33,3,-10,4,13
CC(C)(CSc1nncn1/N=C/c1ccco1)NS(=O)(=O)c1ccc(Cl)cc1,32,-0.1,9,-4,-1,3,-7,6,3,3
Cc1ccc(C(=O)Nn2c(C)nc3ccccc3c2=O)cc1C,-3,0.2,-7,7,1,-4,4,-29,-1,0
Cc1cc(C)c(S(=O)(=O)N(C)Cc2cnn(C)c2)c(C)c1,1,0.1,1,15,3,-11,-1,-44,1,-5
Cc1nn(CCC#N)c2[nH]c(=O)cc(C(F)(F)F)c12,5,-0.3,0,25,-9,23,-5,-13,2,2

# Single entries from the results shown:
# HIF activator result of COc1ccc(N(CC(=O)Nc2cccc(N(C)S(C)(=O)=O)c2)S(=O)(=O)c2ccc(C)cc2)cc1 reads 0.0
# Platelet DG rel result of O=C(Nc1ccccc1Oc1cccnc1)C1CCCN(C/C=C/c2ccc(F)cc2)C1 (configuration not stated) reads 1
# HSP90 inh result of O=C(NCCS(=O)(=O)N1CCN(c2ccccc2F)CC1)c1ccc(Br)cc1 reads 2

# 3 entries from above, arranged by molar mass, descending.
SMILES,AI-2 QS modul,HIF activator,HSP90 inh,HSF1 activator,Platelet DG rel,aSyn UTR inh,SKKanGAS inh,KLF5 inhibitor,IEC-6 cytotox,HSF1 inh
Cc1sc2ncnc(N3CCC(C(=O)NNC(=O)COc4ccc(Br)cc4)CC3)c2c1C,4,1.3,.,-10,4,17,26,.,.,-10
COc1ccc(/C=N/NC(=O)c2ccc(OC)c(OC)c2)cc1COc1c(F)c(F)c(F)c(F)c1F,49,.,3,.,.,.,.,-4,7,.
CCn1nc(C)c(/C=N/NC(=O)Cn2cncn2)c1C,11,0.0,0,10,29,20,11,-14,1,-4

# Next part:
SMILES,AI-2 QS modul,HIF activator,HSP90 inh,HSF1 activator,Platelet DG rel,aSyn UTR inh,SKKanGAS inh,KLF5 inhibitor,IEC-6 cytotox,HSF1 inh
Cc1ccc(NS(=O)(=O)c2ccc(/C=C/C(=O)O)cc2)cc1Cl,8,-0.2,1,7,-2,11,5,2,2,5
CCOC(=O)c1ccc(S(=O)(=O)N2CCN(C(=O)c3nn(C)c(=O)c4ccccc34)CC2)cc1,22,0.0,3,4,-2,-7,-6,-22,5,-5
O=C(c1ccco1)N(CCC(c1ccccc1)c1ccco1)Cc1ccccc1 (configuration not stated),35,0.1,-2,.,-3,7,24,-28,5,.
O=C(CN(Cc1ccc(F)cc1)C(=O)c1csnn1)NCc1ccc2c(c1)OCO2,-5,0.0,0,16,-6,-2,-14,-20,-3,-1
O=C(CCn1cccc1)Nc1nccs1,-1,0.1,1,-2,-3,-1,-1,-24,1,1
CCOc1ccc(OCCSc2nc3ccccc3[nH]2)cc1,3,0.4,2,21,6,-7,-11,-33,2,13
Cc1onc(-c2ccccc2Cl)c1C(=O)NCCN1Cc2ccccc2C1=O,38,.,5,4,-3,13,-1,-22,-1,-2
CCc1ccc2[nH]c(=O)c(C(c3nnnn3CC3CCCO3)N3CCCc4ccccc43)cc2c1 (configuration not stated),38,-0.3,4,9,0,-58,16,-4,-5,-3
Oc1c(Br)cc(/C=N/NC(=S)NCC2CCCO2)cc1Br (configuration not stated),47,-0.1,0,15,3,22,7,-1,1,-6
CCOC(=O)C1CCCN(C(=O)c2ccc3c(c2)OCO3)C1 (configuration not stated),18,0.0,0,9,0,0,2,-14,-2,6
CC(C)Sc1nnc(Nc2ccccc2)s1,12,2.6,-5,27,-14,-178,-4,-137,-3,12
CCC(C)(C)NC(=O)C(c1ccccc1Cl)N(C(=O)CCC(=O)Nc1cc(C)on1)c1ccc(NC(C)=O)cc1 (configuration not stated),-4,-0.6,6,-3,-13,3,-2,13,-8,-8
Cc1ccc(Cl)cc1NC(=O)COC(=O)CC1CC2CCC1C2 (configuration not stated),19,-0.4,7,-7,2,2,-3,-15,-2,3
Cc1[nH]nc(NNC(=O)c2ccccc2)c1[N+](=O)[O-],1,0.0,-3,-12,0,3,-1,4,-6,0
Cc1ccc(S(=O)(=O)N2CCN(c3ccc([N+](=O)[O-])cn3)CC2)cc1,-1,-0.6,0,6,12,-17,-5,-29,-8,-5
CCCCc1nnc(NC(=O)CSc2nc(=O)cc(N)n2-c2cccc(C)c2)s1,11,0.2,33*,10,10,5,-2,-17,12,0
C/C(=N/NC(=O)CNC(=O)c1ccco1)c1ccco1,28,0.0,-1,3,-6,-23,0,5,-5,-4
CCC(C(=O)OCC(=O)NC(=O)NC(C)(C)C)c1ccccc1 (configuration not stated),-9,-0.1,0,10,1,-35,11,-5,-2,-4
CC1=Nc2ccc(C)c3nc(C)cc(c23)N1c1ccc(C)cc1,7,0.3,-1,-64,-6,28,-3,11,7,-53*
Cc1cc(Oc2ccc(=O)n(C)n2)nc(SCC(N)=O)n1,9,-0.7,-1,29,-4,4,5,-24,-7,-6

# Brought forward from above: 6 compounds; new compounds follow.
SMILES,AI-2 QS modul,HIF activator,HSP90 inh,HSF1 activator,Platelet DG rel,aSyn UTR inh,SKKanGAS inh,KLF5 inhibitor,IEC-6 cytotox,HSF1 inh
Cc1ccc(S(=O)(=O)N2CCN(c3ccc([N+](=O)[O-])cn3)CC2)cc1,-1,-0.6,0,6,12,-17,-5,-29,-8,-5
CCCCc1nnc(NC(=O)CSc2nc(=O)cc(N)n2-c2cccc(C)c2)s1,11,0.2,33*,10,10,5,-2,-17,12,0
C/C(=N/NC(=O)CNC(=O)c1ccco1)c1ccco1,28,0.0,-1,3,-6,-23,0,5,-5,-4
CCC(C(=O)OCC(=O)NC(=O)NC(C)(C)C)c1ccccc1 (configuration not stated),-9,-0.1,0,10,1,-35,11,-5,-2,-4
CC1=Nc2ccc(C)c3nc(C)cc(c23)N1c1ccc(C)cc1,7,0.3,-1,-64,-6,28,-3,11,7,-53*
Cc1cc(Oc2ccc(=O)n(C)n2)nc(SCC(N)=O)n1,9,-0.7,-1,29,-4,4,5,-24,-7,-6
c1coc(CNc2nc3ccccc3n2CCN2CCOCC2)c1,-7,-0.4,1,-1,-2,1,0,-6,-7,-2
COC(=O)CCc1c(C)c(C(=O)c2ccco2)c2ccccn12,17,1.4,-1,-16,0,-21,-1,-9,-2,-10
COc1ccccc1C1NC(=O)NC(C)=C1C(=O)OC1CCCCC1 (configuration not stated),19,-0.1,-1,9,-10,45,5,24,5,3
N#Cc1c(Nc2ccccc2)c(/C=N/NCCO)c[nH]c1=O,15,0.0,-3,-2,2,6,12,-20,-1,1
CCCNC(=O)N1CCN(S(=O)(=O)c2ccc(C)c(C)c2)CC1,45,-0.1,3,18,-3,17,-11,-6,0,3
Cc1ccccc1NS(=O)(=O)c1csc(C(N)=O)c1,-6,-0.4,0,19,6,-11,-2,-27,1,0
COc1ccc(C(C(=O)NC2CCCC2)N(Cc2ccccc2)C(=O)c2nsc(Cl)c2Cl)cc1 (configuration not stated),35,-0.8,4,7,-1,29,20,20,13,10
CC(=O)Nc1ccc(NC(=O)C2CCCN2C(=O)Nc2cccc(F)c2)cc1 (configuration not stated),22,0.2,3,-24,-2,-12,-6,-2,5,-7
Cc1cccc(NC(=S)N(CCCN2CCOCC2)C(C)c2cc3ccccc3o2)c1C (configuration not stated),21,-0.5,-7,0,-3,9,-5,-3,-7,1
O=C(CCNS(=O)(=O)c1ccccc1)N1CCCC1,14,-0.1,6,-14,9,-3,-1,-13,7,-9
O=C(Nc1cccc(Cl)c1)c1ccc(Cn2cc(Cl)cn2)cc1,17,0.4,3,53*,-12,-70,16,-9,-1,20
O=C1CC(N2CCN(S(=O)(=O)c3ccc(Cl)cc3)CC2)C(=O)N1CCc1ccccc1 (configuration not stated),31,-0.5,3,9,-6,-6,-11,-15,-1,-4
CCCCN(CCCC)C(=O)C1CC=CCC1C(=O)O (configuration not stated),9,-0.1,-1,-9,-3,11,2,-27,-4,-9
COc1ccc(Cc2noc(CN(C)CC(O)c3ccccc3)n2)cc1OC (configuration not stated),33,-0.1,-2,6,-3,-18,4,-14,-4,-8
Cc1cc(=O)[nH]c(NN=C2CCC(C(C)(C)C)CC2)n1 (configuration not stated),15,-0.8,-2,-58,0,22,0,0,-4,?
N/C(=N\c1nc2ccccc2o1)NC(=O)c1ccc([N+](=O)[O-])cc1,11,-0.1,-1,13,2,-27,3,-28,-7,0
CCOc1cccc(-c2c(C(=O)N/N=C/c3ccc(C)o3)nnn2-c2nonc2N)c1,7,0.2,-2,-74,25,10,-2,-9,1,-68*

# Compound activity deposited in PubChem BioAssay by several laboratories.
